From PubChem BioAssay
OX1R antag-1: antagonists of human orexin 1 receptor (OX1R) | 330,000 compounds, 1.8% hits | inhibition, % at 6.6 µM | OX1R-expressing cells, FRET antagonist read-out | O43613 | AID 485270; in the data active means inhibition mostly above about 38%, no sharp cut-off; inactive means mostly below about 40%;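 further: 0% = agonist challenge alone and 100% = reference antagonist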
Target sequence (O43613 whole entry, looked up): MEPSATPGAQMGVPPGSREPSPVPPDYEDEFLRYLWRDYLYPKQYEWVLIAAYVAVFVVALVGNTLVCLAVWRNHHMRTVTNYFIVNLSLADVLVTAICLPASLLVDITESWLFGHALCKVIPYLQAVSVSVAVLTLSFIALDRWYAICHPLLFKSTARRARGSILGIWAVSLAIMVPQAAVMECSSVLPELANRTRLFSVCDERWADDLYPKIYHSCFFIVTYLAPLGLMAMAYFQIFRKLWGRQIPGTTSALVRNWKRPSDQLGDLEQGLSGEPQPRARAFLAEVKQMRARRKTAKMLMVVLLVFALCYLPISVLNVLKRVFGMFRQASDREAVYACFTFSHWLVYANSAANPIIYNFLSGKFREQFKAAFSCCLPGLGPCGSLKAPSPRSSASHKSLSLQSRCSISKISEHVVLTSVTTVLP
OX1R antag-2: blocks the human orexin 1 receptor; O43613; CHO/OX1R cells, Fluo-8 calcium fluorescence, orexin A; inhibition, % at 5 µM; 330,000 compounds, 0.43% hits; AID 434989;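 active means inhibition above its plate's threshold, mean inhibition of all tested compounds on the plate plus 3 SD, cut at about 37% in these data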;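 further: 0% = orexin A challenge wells and 100% = SB-334867-A antagonist wells; not every result past the cut was called active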
STK33 kinase inh: human STK33 kinase inhibition | Q9BYT3 | purified STK33, MBP phosphorylation, ADP-Glo luminescence | inhibition, % at 10 µM | 320,000 compounds, 0.073% hits | AID 2661;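 active means inhibition at or above 25%, using the most active replicate where run in duplicate; inactive means inhibition below 25%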
Target sequence (Q9BYT3 whole entry, looked up): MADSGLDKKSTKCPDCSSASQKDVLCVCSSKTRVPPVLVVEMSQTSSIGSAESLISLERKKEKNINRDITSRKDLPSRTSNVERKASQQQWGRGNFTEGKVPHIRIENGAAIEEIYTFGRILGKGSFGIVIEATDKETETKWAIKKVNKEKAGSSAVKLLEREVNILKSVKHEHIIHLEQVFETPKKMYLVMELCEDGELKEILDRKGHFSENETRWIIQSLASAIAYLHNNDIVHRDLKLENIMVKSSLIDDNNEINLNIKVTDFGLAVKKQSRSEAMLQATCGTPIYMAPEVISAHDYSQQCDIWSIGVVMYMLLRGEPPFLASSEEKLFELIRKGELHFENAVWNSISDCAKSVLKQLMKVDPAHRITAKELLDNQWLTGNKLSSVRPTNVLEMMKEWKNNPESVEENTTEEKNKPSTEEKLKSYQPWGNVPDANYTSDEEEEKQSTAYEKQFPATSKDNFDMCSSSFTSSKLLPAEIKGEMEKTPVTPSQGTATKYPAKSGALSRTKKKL
* hit, by the source's call; · = no result given.

SMILES	OX1R antag-1	OX1R antag-2	STK33 kinase inh
Cc1ccc(N2C(=O)CCC(C(=O)O)C2c2cccs2)cc1 (configuration not stated)	12	-9	-2.4
O=C(N/N=C/c1cccs1)C1CC(=O)N(c2ccccc2)C1 (configuration not stated)	7	-17	0.1
COc1cc(C)c(S(=O)(=O)N2CCCC2)cc1C(C)C	28	-26	-0.3
CC(C)(C)c1ccc(S(=O)(=O)N2CCN(CC(O)CN3CCOCC3)CC2)cc1 (configuration not stated)	8	-6	-0.7
Cc1noc(C)c1C(=O)N(CC(C)C)c1nc2ccccc2s1	28	-42	1.0
C=CCC(CC)C(=O)NC(=O)N1CCCc2ccccc21 (configuration not stated)	2	4	-2.1
Cc1ccc(COC(=O)c2nn(C)c(=O)c3ccccc23)cc1	16	15	0.2
Cn1c(=O)oc2cc(S(=O)(=O)N3CCc4ccccc4C3)ccc21	17	-14	-1.7
COC(=O)c1c(NC(=O)c2ccc(C)c(S(=O)(=O)Nc3ccccc3C)c2)sc2c1CCCC2	3	-2	-2.2
CC(C)Cc1ccc(CN2CCCC(NC(=O)c3cnc4ccccn4c3=O)C2)cc1 (configuration not stated)	5	-23	0.1
COc1ccc(CNC(=O)C/C(C)=N/NC(=O)C23CC4CC(CC(C4)C2)C3)cc1	33	-34	-0.4
CCN(CC)CCNC(=O)c1ccc(NC(=O)Cc2ccsc2)cc1	36	-1	-1.2
COc1ccc(C2c3c(ncn(Cc4ccco4)c3=N)Oc3ccc4ccccc4c32)cc1 (configuration not stated)	25	-1	0.9
O=C(CN1CCCCC1)Nc1ccccc1Oc1ccccc1	5	-11	0.9
Cc1ccccc1NC(=O)NCCCN1CCN(c2ccccc2)CC1	2	-15	0.3
COC(=O)c1ccc(N2CCN(C)CC2)c(NC(=O)COc2ccc(C)cc2)c1	15	-6	-1.0
O=C(CN1C(=O)C2C3CCC(C3)C2C1=O)Oc1ccc2ccccc2c1 (configuration not stated)	4	-34	-0.6
O=[N+]([O-])c1ccc2c(c1)OCCOCCOCCOCCOCCOCCO2	31	-12	0.1
COc1cc(OC)nc(Oc2ccccc2C(=O)Oc2ccc(F)cc2Cl)n1	13	3	-0.1
COc1ccc(N2C(=O)c3ccccc3NC2c2ccccc2O)cc1 (configuration not stated)	-1	-9	0.2
CCCSC1=C(C#N)C(c2ccccc2C)CC(=O)N1 (configuration not stated)	11	-7	1.2
CCOC(=O)CN(C(=O)COc1ccc2c(C)cc(=O)oc2c1)c1ccc(OCC)cc1	0	-20	0.7
CN(Cc1cccnc1)C(=O)c1ccc2nc(Cc3ccccc3F)oc2c1	6	-13	-0.4
COc1cc(C)c(NC(=O)c2cc(C3CC3)nc3c2cnn3C(C)C)cc1OC	9	-19	1.0
CC(C)c1ccc(NC(=O)COC(=O)CSc2nnc(N)s2)cc1	9	6	-0.4
OCCC1CN(C2CCSCC2)CCN1C1CCCC1 (configuration not stated)	2	-18	·
COC(=O)c1ccc(NC(=S)NC2c3ccccc3CC2O)cc1 (configuration not stated)	10	-4	-8.0
Cc1ccc(NC(=O)CNc2ccc(OC(C)C)cc2)cc1	15	-15	-1.7
Cc1nc2ccccn2c1-c1ccnc(SCc2ccc(Cl)cc2)n1	3	-8	-1.1
Cc1cc(NC(=O)CCCN2C(=O)c3cccnc3C2=O)ccc1Br	23	0	-1.8
CC12CCC(C(=O)NNc3ccccc3)(OC1=O)C2(C)C (configuration not stated)	7	-25	0.8
COc1cccc(C2CC(=O)Nc3n[nH]c(-c4ccccc4)c32)c1OC (configuration not stated)	7	-12	0.0
CC(C)OC(=O)CSc1ncnc2c1cnn2Cc1ccccc1	10	-6	0.3
Cc1cccc(-c2noc(CCCC(=O)N3CCOCC3)n2)c1	-4	-11	0.3
CCC(=O)N1CCN=C1SCc1cccc(C(F)(F)F)c1	3	-28	1.6
COc1ccc(NC(=O)CSc2nc(SC)ns2)cc1	6	-15	0.5
CCC(C)NC(=O)CSc1nnc(-c2c[nH]c3ccccc23)o1 (configuration not stated)	21	-19	0.6
c1ccc2[nH]c(NN=C3CCCCCC3)nc2c1	4	-36	4.3
COc1ccc(OC)c(CCNC(=O)CCCc2nnc3n(C)c(=O)c4sccc4n23)c1	7	-14	-1.5
Cn1cc(CN2CCN(c3ncccn3)CC2)c(-c2cccc(Cl)c2)n1	4	-28	1.1
Cc1cccc(N2CCN(C(=O)/C=C/c3cccs3)CC2)c1C	22	-24	-0.4
O=S(=O)(c1ccc(F)cc1)N1CC=C(c2ccccc2)CC1	25	-29	-0.9
CN(C)c1cccc(C(=O)NNC(=S)NC2CC3CCC2C3)c1 (configuration not stated)	4	-19	-0.7
CCCN1/C(=C(/C#N)C2=NS(=O)(=O)c3ccccc32)N(C)c2ccccc21	12	-26	-1.2
COC(=O)COc1ccc(S(=O)(=O)N2CCN(c3ccccc3)CC2)cc1	15	-18	-0.2
Cc1nc(NS(=O)(=O)c2ccccc2C)c2c3c(sc2n1)CCC3	13	-2	0.3
CCCCCCSc1nsc(N)n1	10	0	2.2
Cc1cccc(NC(=O)C2C3C=CC4(O3)C2C(=O)N(CCCN2CCCC2)C4C(=O)NC2CCCC(C)C2C)c1 (configuration not stated)	10	-33	0.8
COCc1cc(C)nc(OCC(=O)N/N=C/c2ccc(O)cc2O)c1C#N	13	1	2.4
O=C1Nc2ccc(F)cc2C12Nc1ccccc1-c1nnc(SCc3ccccc3)nc1O2 (configuration not stated)	23	-14	-1.1
CCOP(=O)(OCC)C(NC(=O)c1cccs1)C(F)(F)F (configuration not stated)	6	-14	-0.9
Cc1ccc(C)c(N2CCN(S(=O)(=O)c3c(C(=O)N4CCCCC4)c(C)n(C)c3C)CC2)c1	11	-8	-0.4
COc1ccc(OC)c(C2NC(=O)N(C)C(C)=C2C(=O)OCc2ccccc2)c1 (configuration not stated)	15	-7	1.3
CCN1CCCC1CNC(=O)c1cc([N+](=O)[O-])c(N(C)C)cc1OC (configuration not stated)	24	-6	-1.3
O=C(O)c1cc(N/N=C/c2ccc(OCc3ccccc3)cc2)ccc1Cl	20	-15	-2.0
COc1ccc(NC(=O)c2ccc3c(c2)C(=O)N(CC2CCCO2)C3=O)c(OC)c1 (configuration not stated)	37	-17	-1.1
O=C(CCN1C(=O)CSc2ccccc21)Nc1ccc(OC(F)(F)F)cc1	9	10	0.7
COc1cccc2cc(C(=O)NCc3ccc(C)cc3)c(=N)oc12	11	-4	-0.7
O=C1c2ccccc2S(=O)(=O)c2cc(C(=O)N3CCN(c4c(Cl)cncc4Cl)CC3)ccc21	6	-8	1.2
CCc1ccc(NC(=O)NC(C)c2ccc3c(c2)OCO3)cc1 (configuration not stated)	21	-31	-1.2

Sorted by number of heavy atoms (low to high): part of the list above
SMILES	OX1R antag-1	OX1R antag-2	STK33 kinase inh
CCc1ccc(NC(=O)NC(C)c2ccc3c(c2)OCO3)cc1 (configuration not stated)	21	-31	-1.2
COc1cccc2cc(C(=O)NCc3ccc(C)cc3)c(=N)oc12	11	-4	-0.7
O=C(CCN1C(=O)CSc2ccccc21)Nc1ccc(OC(F)(F)F)cc1	9	10	0.7
COc1ccc(OC)c(C2NC(=O)N(C)C(C)=C2C(=O)OCc2ccccc2)c1 (configuration not stated)	15	-7	1.3
O=C1Nc2ccc(F)cc2C12Nc1ccccc1-c1nnc(SCc3ccccc3)nc1O2 (configuration not stated)	23	-14	-1.1

An excerpt from above, showing only OX1R antag-2.
smiles	OX1R antag-2
COC(=O)c1c(NC(=O)c2ccc(C)c(S(=O)(=O)Nc3ccccc3C)c2)sc2c1CCCC2	-2
CC(C)Cc1ccc(CN2CCCC(NC(=O)c3cnc4ccccn4c3=O)C2)cc1 (configuration not stated)	-23
COc1ccc(CNC(=O)C/C(C)=N/NC(=O)C23CC4CC(CC(C4)C2)C3)cc1	-34
CCN(CC)CCNC(=O)c1ccc(NC(=O)Cc2ccsc2)cc1	-1
COc1ccc(C2c3c(ncn(Cc4ccco4)c3=N)Oc3ccc4ccccc4c32)cc1 (configuration not stated)	-1
O=C(CN1CCCCC1)Nc1ccccc1Oc1ccccc1	-11
Cc1ccccc1NC(=O)NCCCN1CCN(c2ccccc2)CC1	-15

Among those listed so far, 2 contain a nitro group on carbon.
SMILES	OX1R antag-1	OX1R antag-2	STK33 kinase inh
O=[N+]([O-])c1ccc2c(c1)OCCOCCOCCOCCOCCOCCO2	31	-12	0.1
CCN1CCCC1CNC(=O)c1cc([N+](=O)[O-])c(N(C)C)cc1OC (configuration not stated)	24	-6	-1.3

More results:
SMILES	OX1R antag-1	OX1R antag-2	STK33 kinase inh
CS(=O)(=O)N(CC(=O)N1CCCCC1)c1ccc(Cl)c(C(F)(F)F)c1	4	-23	-1.1
O=C(CNC(=O)C(c1ccccc1)c1ccccc1)N/N=C\c1cccc(O)c1	6	-13	-0.2
CCOC(=O)C1NN=C(C(=O)c2ccccc2)C1c1ccc(Cl)cc1 (configuration not stated)	14	-27	0.2
Fc1ccc(/C=N/n2c(-c3cccs3)n[nH]c2=S)cc1	9	-3	11
O=C(c1ccc(-c2ccc(Cl)cc2)o1)N1CCN(S(=O)(=O)c2cccs2)CC1	-1	-5	-1.0
Cc1ccc(-c2ccccc2NC(=O)CS(=O)CC(=O)Nc2ccc(C)c(Cl)c2)o1 (configuration not stated)	82*	11	0.4
O=C(CSc1nc2c(c(=O)[nH]1)CN(Cc1ccc(F)cc1)CC2)Nc1ccc(F)cc1	27	-26	-0.1
Nc1nc(CCl)nc(Nc2cccc3ccccc23)n1	19	-10	5.4
Cc1cccc(OCc2nnc(SCc3cc(=O)n4cc(Br)ccc4n3)o2)c1	36	-15	0.7
COc1ccc(-c2noc(-c3ccccc3F)n2)cc1	1	-7	0.6
Cc1cc(-c2nnc(CCC(=O)N3CCN(Cc4cccnc4)CC3)o2)c(C)o1	18	-17	-1.8
CCN(CC)S(=O)(=O)c1cccc(NC(=O)c2ccc(C#N)cc2)c1	15	-3	0.4
Cc1cc(NC(=O)c2ccc3nc(-c4ccccc4)c(-c4ccccc4)nc3c2)no1	5	-6	-1.0
COc1ccc(-c2csc(N3CCC(c4ccccc4)C3)n2)cc1 (configuration not stated)	3	-15	-0.6
Cc1nn(-c2ccc(C(=O)O)cc2)c2c1C(=O)CC(C)(C)C2	7	-2	2.3
COCCNC(=O)c1cccc2c1-c1ccccc1C2=O	24	-20	-0.1
CC(C)(C)c1ccc(OCC(=O)Nc2ccc(C(=O)Nc3ccccc3C(=O)O)cc2)cc1	38	-8	0.0
CCC(Sc1nnnn1-c1ccccc1)C(=O)NC(C)c1ccccc1 (configuration not stated)	20	-13	-0.4
CCC(C)[C@H](NS(=O)(=O)c1ccc(C)cc1)C(=O)N1CCC(C(=O)N[C@H](C(=O)O)c2ccccc2)CC1 (some centres not stated)	18	-22	-0.9
COCCN(C(=O)COC(=O)c1c(NC(C)=O)sc(C)c1C)c1c(N)n(Cc2ccccc2)c(=O)[nH]c1=O	15	-40	-1.1
Cc1nc(N2CCOCC2)nc(N2CCCC2)c1[N+](=O)[O-]	12	-30	0.4
Cc1noc(C)c1C(=O)N1CCN(Cc2ccccc2)CC1	8	-6	-1.5
CC(=O)Nc1ccc(S(=O)(=O)Oc2ccccc2N2C(=O)C3C4CCC(C4)C3C2=O)cc1 (configuration not stated)	4	-5	-0.7
NNC(=O)c1cccn(Cc2ccc(Cl)cc2Cl)c1=O	8	-14	0.0
Cn1ncc(Br)c1C(=O)OCC(=O)Nc1nc(-c2ccccc2)cs1	16	10	-1.4
CCN(CC)CCn1c2c(c(SCC(=O)Nc3cc(C)on3)nc1=O)CCCC2	7	5	-0.9
CCOc1ccc(N2C(=O)CC(N(CCc3ccc(OC)c(OC)c3)C(=S)Nc3ccccc3)C2=O)cc1 (configuration not stated)	14	7	-3.5
O=C(Nc1cccc(Cl)c1)c1cc(F)cc2c1OCOC2	9	-20	0.4
O=C(CN(Cc1ccco1)C(=O)c1cc(=O)[nH]c2ccccc12)Nc1ccccc1Br	11	-29	0.6
CCN(CC)S(=O)(=O)c1ccc2[nH]cc(C(=O)NCCN3CCCCCC3)c(=O)c2c1	15	14	-0.8
NC(=O)c1ccc(-c2noc(-c3ccccc3F)n2)cc1	4	-8	-1.4
O=C(CCn1nc(-c2ccc(Cl)cc2)c2ccccc2c1=O)NCCN1CCOCC1	9	-31	-0.3
O=C(Nc1ccc(Oc2ncnc3cc(Cl)ccc23)nc1)c1ccc(F)cc1	-8	2	-0.8
CCN(C(=O)Cc1c(C(=O)O)n(C)c2ccccc12)c1cccc(C)c1	0	-8	0.2
C/C(Cn1nnc2ccccc21)=N\OC(=O)c1cc(F)c(F)cc1Cl	15	-25	-1.5
COc1ccc(-c2cc(C(=O)Nc3nc4c(C)cccc4s3)c3ccccc3n2)cc1OC	13	-20	·
Cc1ccc2c(Cl)c(C(=O)Nc3cc(C)on3)sc2c1	11	-17	-1.3
CCOC(=O)/C=C/[C@H]1CC(c2ccccc2)(c2ccccc2)CO1	1	-39	0.0
Cc1cc(C(=O)COC(=O)Cn2cnc3c2c(=O)n(C)c(=O)n3C)c(C)n1C	21	-22	-0.9
O=C(NC1CCC1)C1CCC(=O)N(Cc2ccccc2F)C1 (configuration not stated)	-1	-18	-0.3
O=c1[nH]nc(SCc2ccccc2Cl)n1-c1ccc2c(c1)OCCO2	7	-11	-1.5
CC(=O)Nc1ccc2sccc2c1	16	-3	-0.5
CCOC(=O)C(C)Sc1ncnc2c1nnn2-c1ccc(F)cc1 (configuration not stated)	9	-21	-0.2
Cc1ccc(S(=O)(=O)c2nc(S(=O)(=O)c3ccccc3)sc2N2CCN(CCO)CC2)cc1	9	-28	·
S=C(NCCc1ccccc1)N1CCN(Cc2ccccc2)CC1	7	-31	-0.2
